Screening results deposited in PubChem by several laboratories.
HRas wt GTP – changes GTP binding to wildtype human HRas | P01112 | GST-Ras wt beads, Bodipy-FL-GTP binding, flow cytometry; actives lie on both sides | GTP binding activity, % at 10 µM | 190,000 compounds, 0.14% hits | AID 759;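 active = GTP binding activity at least 20% away from the 100% baseline, either lowered as inhibitor or raised as activator; inconclusive = flagged as likely green fluorescent, judged across all proteins in the well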;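 also: 0% = unlabeled GTP competition control and 100% = no-compound control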
Target sequence (P01112 whole entry, looked up): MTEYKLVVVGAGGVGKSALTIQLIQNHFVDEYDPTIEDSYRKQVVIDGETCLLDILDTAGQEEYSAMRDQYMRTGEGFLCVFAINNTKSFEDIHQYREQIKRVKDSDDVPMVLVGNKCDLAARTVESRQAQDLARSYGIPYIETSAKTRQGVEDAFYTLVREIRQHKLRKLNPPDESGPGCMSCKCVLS
Cdc42 wt – modulators (inhibitors or activators) of GTP binding to human Cdc42 wildtype; P60953; GST-Cdc42 beads, Bodipy-GTP binding, flow cytometry; actives lie on both sides; percent activity (GTP binding), % at 10 µM; 190,000 compounds, 0.2% hits;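 active = percent activity GTP binding at least 20 points away from the 100% baseline, either down as inhibitor or up as activator; inconclusive = compound flagged as likely green fluorescent from well-wide comparison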;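 also: median bead fluorescence of bound Bodipy-FL-GTP at 100 nM; 0% = excess unlabeled GTP control and 100% = no compound control; below 100% means less GTP binding so inhibitor and above means activator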
Target sequence (P60953 whole entry, looked up): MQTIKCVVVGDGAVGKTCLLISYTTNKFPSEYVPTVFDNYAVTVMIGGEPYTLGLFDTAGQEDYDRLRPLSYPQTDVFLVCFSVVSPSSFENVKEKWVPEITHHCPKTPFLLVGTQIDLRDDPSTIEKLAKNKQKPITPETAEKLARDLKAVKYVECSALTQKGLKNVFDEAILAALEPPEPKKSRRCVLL
ABCB1 inh – inhibitors of human ABCB1 transporter, ABCG2 counter-screen; P08183; CCRF-Adr cells, JC-1 efflux, flow cytometry; inhibition, % at 6.6 µM; 190,000 compounds, 0.067% hits; in the data active = inhibition above about 40%;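 also: 0% = vehicle and 100% = reference inhibitor; higher value means more JC-1 retained so stronger ABCB1 efflux block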
ABCG2 block – human ABCG2 inhibition, ABCB1 as counter-screen | 190,000 compounds, 0.1% hits | Q9UNQ0 | IgMXP3 cells, JC-1 efflux, flow cytometry | inhibition, % at 6.6 µM;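 active = inhibition above 80%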;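 also: 0% = DMSO and 100% = nicardipine control wells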
Target sequence (Q9UNQ0 whole entry, looked up): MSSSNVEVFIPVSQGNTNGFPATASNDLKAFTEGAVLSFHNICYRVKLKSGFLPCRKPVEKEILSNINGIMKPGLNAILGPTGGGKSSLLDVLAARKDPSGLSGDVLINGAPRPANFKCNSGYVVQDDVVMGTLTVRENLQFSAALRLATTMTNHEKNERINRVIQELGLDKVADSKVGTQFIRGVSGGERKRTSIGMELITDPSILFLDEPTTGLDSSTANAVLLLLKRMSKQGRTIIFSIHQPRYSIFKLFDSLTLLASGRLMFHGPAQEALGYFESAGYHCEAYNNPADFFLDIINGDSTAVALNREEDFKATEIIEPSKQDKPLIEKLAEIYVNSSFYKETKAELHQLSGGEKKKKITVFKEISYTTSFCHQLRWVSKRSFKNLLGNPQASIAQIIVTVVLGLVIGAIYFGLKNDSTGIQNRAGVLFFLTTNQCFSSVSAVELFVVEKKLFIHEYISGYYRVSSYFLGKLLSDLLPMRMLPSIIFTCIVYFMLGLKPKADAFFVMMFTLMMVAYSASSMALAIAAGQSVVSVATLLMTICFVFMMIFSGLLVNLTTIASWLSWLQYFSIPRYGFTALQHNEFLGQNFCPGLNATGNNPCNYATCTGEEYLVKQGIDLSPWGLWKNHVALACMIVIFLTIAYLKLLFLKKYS
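Times: 10 min at 25 °C | Test system: Two drug-resistant human cell lines, ABCG2 and ABCB1 | Quantity: 3 million cells/mL final, two lines in 1:1 ratio | Signal: Flow cytometry, 530 nm JC-1 signal | Dosing: Compound at 6.6 µM | Controls: Nicardipine and DMSO wells | Reagent: JC-1 as fluorescent efflux pump substrate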
Pf gametocyte – inhibitors of late stage P. falciparum gametocyte viability | P. falciparum stage V gametocytes, ATP luminescence, 24 h | inhibition, % at 10.9 µM | AID 743093 | 150,000 compounds, 0.065% hits;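 active = inhibition above the mean plus 3 SD of compounds within the control limits, set per campaign, cut at about 38% in these data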;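 also: 0% = DMSO wells and 100% = medium only without gametocytes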
Rac1 wt GTP bind – alters GTP binding to wildtype human Rac1; GST-Rac1 beads, fluorescent GTP binding, flow cytometry; actives lie on both sides; 0 = cold GTP competed, 100 = untreated; GTP binding activity (% of control), % at 10 µM; 190,000 compounds, 0.27% hits;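 active = GTP binding activity at least 20 points away from the 100% control level, either lower or higher; inconclusive = compound flagged as likely green fluorescent, judged across all proteins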
Rac1 act GTP bind – alters GTP binding to activated mutant human Rac1; AID 764; P63000; GST-Rac1 activated beads, fluorescent GTP binding, flow cytometry; actives lie on both sides; 100% means binding = to untreated wells; percent activity (GTP binding), % at 10 µM; 190,000 compounds, 0.11% hits;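 active = GTP binding at least 20 percentage points away from the 100% baseline, in either direction, so actives lie on both sides; inconclusive = Compound likely fluorescent itself, or too few beads counted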
GSH bead fluor – compound fluoresces at 488/530 nm on GSH beads; GSH beads flow cytometry, compound fluorescence 488/530 nm; hits give high values; fluorescence (KMESF) at 10 µM; 190,000 compounds, 0.25% hits; AID 1776; in the data active = fluorescence above about 89;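 also: glutathione beads carrying GST-tagged Bcl family fusion proteins plus one bare bead set; values are compound well signal with DMSO vehicle wells as background; inactives centre near 16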
Rab7 wt modul – alters GTP binding to wildtype dog Rab7; GST-Rab7 beads, fluorescent GTP binding, flow cytometry; actives lie on both sides; untreated = 100%, excess cold GTP = 0%; GTP binding activity (percent of control), % at 10 µM; 190,000 compounds, 0.055% hits; AID 758;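 active = fluorescent GTP binding to Rab7 beads changed by at least 20 points from the 100% baseline, either direction, mostly lower; inconclusive = compound itself probably fluorescent, or too few beads counted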;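 also: median green fluorescence of bound Bodipy-FL-GTP per Rab7 bead population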
Avidin bead fluor – compound fluoresces at 488/530 nm on avidin beads; compound fluorescence 488/530 nm, flow cytometry; hits give high values; fluorescence (KMESF) at 10 µM; 220,000 compounds, 0.38% hits; AID 1775; in the data active = fluorescence above about 47; also: inactives centre near 10
Rab2A wt mod – changes GTP binding to wildtype dog Rab2A, up or down; P61105; GST-Rab2 wt beads, Bodipy-GTP binding, flow cytometry; GTP binding activity, % at 10 µM; 190,000 compounds, 0.19% hits;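 active = GTP binding activity at least 20 points away from 100%, either lowered or raised; inconclusive = signal likely due to the compound's own green fluorescence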;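 also: 0% = beads with excess unlabeled GTP and 100% = no-compound control corrected for plate trend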
Active calls of the source: *; ? = inconclusive; / = not tested or not shown. Hits appear at their usual frequency; 1.1% or so of the library scored in one or more.

SMILES | HRas wt GTP | Cdc42 wt | ABCB1 inh | ABCG2 block | Pf gametocyte | Rac1 wt GTP bind | Rac1 act GTP bind | GSH bead fluor | Rab7 wt modul | Avidin bead fluor | Rab2A wt mod
CCCOc1ccc(C2c3c(oc4ccccc4c3=O)C(=O)N2CCN(CC)CC)cc1OC (stereo not given) | 95 | 94 | -0.8 | 0 | / | 96 | 96 | 18 | 95 | 11 | 95
Cc1c(NS(=O)(=O)c2cccc(C(=O)NCc3ccc(Cl)cc3)c2)c(=O)n(-c2ccccc2)n1C | 101 | 100 | 0.2 | 1 | -54 | 103 | 100 | 17 | 101 | 9 | 101
CS(=O)(=O)N1CCN(c2ccccc2NC(=O)c2ccc(-c3ccc(Br)cc3)o2)CC1 | 104 | 101 | 7.3 | 22 | / | 108 | 98 | 42 | 104 | 8 | 100
COc1ccc2nc(SCc3nc(N)nc(Nc4ccccc4)n3)[nH]c2c1 | 98 | 101 | 0.5 | 5 | / | 99 | 97 | 12 | 98 | 9 | 99
COC(=O)c1ccccc1NC(=S)NC(=O)c1cccc2ccccc12 | 102 | 104 | 1.5 | 5 | -1 | 103 | 101 | 24 | 99 | 13 | 101
O=C(COC(=O)c1ccc[nH]c1=O)c1ccc(Cl)s1 | 105 | 107 | 0.8 | 2 | / | 104 | 101 | 70 | 102 | 7 | 106
CCOC(=O)N1CCN(C(=O)Cc2ccc(-n3c(=O)[nH]c4ccccc4c3=O)cc2)CC1 | 101 | 100 | 0.6 | 2 | / | 102 | 98 | 14 | 102 | 38 | 100
c1coc(-c2nn3c(Cn4nnc5ccccc54)nnc3s2)c1 | 98 | 99 | 0.6 | 1 | -12 | 98 | 97 | 25 | 96 | 11 | 98
CN(C)S(=O)(=O)c1cccc(NC(=S)NC(=O)C2CCCCC2)c1 | 101 | 100 | -1.0 | -5 | / | 106 | 101 | 6 | 100 | 1 | 98
CC(C)C(=O)Nc1cc(S(=O)(=O)Nc2cccc(Cl)c2)ccc1Cl | 99 | 102 | 0.1 | 3 | / | 103 | 99 | 17 | 100 | 11 | 97
COc1ccc(CC(=O)Nc2ccc(-c3noc(-c4cccc(OC)c4)n3)cc2)cc1 | 106 | 105 | 1.6 | 7 | -20 | 112 | 104 | 8 | 106 | 10 | 106
Cc1ccc(C2N(C)c3ccccc3-c3nc4ccccc4n32)o1 (stereo not given) | 99 | 102 | 0.9 | 2 | 19 | 99 | 97 | 5 | 96 | 6 | 97
CCC(C)C(=O)Nc1c2c(nc3c1CCC3)CCCC2 (stereo not given) | 105 | 108 | 0.4 | 2 | / | 106 | 102 | 12 | 104 | 11 | 105
CC(=O)NC1=NN(C(C)=O)C2(S1)C(=O)N(C(C)C)c1ccc(C)cc12 (stereo not given) | ? | ? | 0.9 | 3 | / | ? | ? | 26 | ? | 7 | ?
COc1ccc(NC(C)=O)cc1NC(=O)c1cccc(C(F)(F)F)c1 | 99 | 95 | 1.4 | 14 | -14 | 97 | 96 | 15 | 100 | 14 | 97
COc1ccc(C(=O)Nc2ncc(C)s2)cc1S(=O)(=O)N1CCCC1 | 95 | 98 | 0.9 | 8 | -3 | 95 | 94 | 13 | 94 | 9 | 96
COCCNC(=O)C(c1ccc(C)o1)N(Cc1ccc(OC)cc1)C(=O)Cn1nnc2ccccc21 (stereo not given) | 103 | 104 | 0.5 | 3 | / | 107 | 101 | 23 | 100 | 35 | 101
O=C(c1ccccn1)c1cc2ccccc2n1S(=O)(=O)c1ccccc1 | 99 | 100 | 1.5 | 17 | -3 | 101 | 102 | 10 | 99 | 8 | 98
CC(C)NC(=O)COC(=O)c1cccc(NS(=O)(=O)/C=C/c2ccccc2)c1 | 101 | 100 | 0.4 | 4 | / | 101 | 102 | 15 | 96 | 5 | 101
CCS(=O)(=O)c1ccc(-c2csc(-c3ccccc3Cl)n2)c(Cl)c1Cl | 96 | 95 | 0.8 | 2 | 14 | 91 | 92 | 21 | 96 | 21 | 97
CSc1nc(Cl)c(C#N)c(-c2ccc(C)cc2)n1 | 101 | 104 | 0.3 | 1 | -43 | 101 | 100 | 16 | 99 | 15 | 100
CSc1ccc(C#N)cc1NC(=O)c1cccnc1Cl | 95 | 96 | -0.1 | 13 | -17 | 94 | 94 | 13 | 96 | 9 | 94
Cc1ccccc1C(=O)NCCN=C1NS(=O)(=O)c2ccccc21 | 99 | 99 | 0.6 | 2 | / | 102 | 96 | 23 | 100 | 8 | 99
CCCc1cc(NCCCN2CCOCC2)n2c(nc3ccccc32)c1C#N | 97 | 95 | 4.1 | 2 | / | 99 | 95 | 26 | 98 | 5 | 99
CC(=O)c1cccc(NC(=O)COC(=O)c2ccc3c(c2)OCCO3)c1 | 95 | 94 | -0.2 | 1 | 8 | 98 | 94 | 15 | 92 | 7 | 93
CCCN1CCN(C(=O)Cn2ncc3ccccc32)CC1 | 97 | 96 | 0.0 | 0 | / | 100 | 94 | 27 | 99 | 16 | 98
CN1C(=O)N(C)C2(c3ccccc3)Nn3c(s/c(=C/c4ccccc4)c3=O)=NC12c1ccccc1 (stereo not given) | 98 | 97 | 3.1 | 0 | / | 100 | 96 | 59 | 98 | 4 | 97
COc1cc(OC)cc(C(=O)N[C@H](C(=O)N2CCc3ccccc32)C(C)C)c1 | 100 | 100 | 1.9 | 10 | / | 101 | 100 | 14 | 98 | 21 | 100
N=c1c2c(n(Cc3cccc(Cl)c3)c3c1CCC3)CCCC2 | 103 | 103 | 0.4 | 1 | / | 106 | 103 | 17 | 100 | 17 | 101
CCOC(=O)c1[nH]c(C)c(/C(O)=C2\C(=O)C(=O)N(CCCN(C)C)C2c2cccnc2)c1C (stereo not given) | 98 | 100 | -0.8 | -1 | / | 100 | 96 | 30 | 102 | 9 | 99
Nc1nn2c(-c3ccccc3)cc(=O)[nH]c2c1N=Nc1ccc(Br)cc1 | 82 | 75* | 5.5 | 0 | -15 | 76* | 76* | 9 | 85 | 11 | 75*
COc1ccccc1CN1C[C@@H]2C[C@@H](C3=Cc4cccc(OC)c4OC3)N3CCC[C@@]23C1=O | 97 | 94 | 4.6 | 5 | 4 | 100 | 96 | 18 | 107 | 6 | 101
C=CCSc1nnc(NC(=O)Cc2ccc(OC)c(OC)c2)s1 | 95 | 95 | 0.2 | 0 | 15 | 96 | 94 | 12 | 98 | 21 | 94
CC(=O)Oc1cc(OC(C)=O)c2c(C)cc(=O)oc2c1 | 106 | 107 | 0.1 | 6 | 3 | 108 | 105 | 10 | 110 | 8 | 106
CCN(Cc1ccccc1)c1ccc(/C=N/NC(=S)NC(C)C)cc1 | 102 | 104 | 1.1 | 15 | 1 | 108 | 101 | 10 | 105 | 11 | 103
CSc1ccccc1C(=O)Nc1ccc2c(c1)OCO2 | 98 | 93 | 0.5 | 8 | / | 99 | 95 | 17 | 102 | 9 | 97
COc1ccccc1NS(=O)(=O)c1ccc(O)c(C(=O)OCC(=O)N2c3ccccc3CC2C)c1 (stereo not given) | 91 | 90 | 2.5 | 4 | -8 | 90 | 87 | 10 | 93 | 13 | 91
O=C(COC(=O)c1n[nH]c2ccccc12)NC(=O)NC1CCCC1 | 96 | 97 | 1.5 | 8 | / | 96 | 96 | 15 | 93 | 4 | 94
CC(=O)N1[C@H](C)C=C[C@]1(Cc1ccccc1)C(=O)NCc1cc(F)cc(C(F)(F)F)c1 | 100 | 101 | 1.0 | 0 | / | 102 | 100 | 17 | 99 | 10 | 99
CCC(c1nnc(SCC(=O)Nc2ccc(C(=O)Nc3ccccc3OC)cc2)o1)N(C)C (stereo not given) | 97 | 99 | 0.4 | 1 | 3 | 99 | 97 | 24 | 99 | 7 | 100
CCOc1ncccc1C(=O)OCC(=O)c1ccc(F)cc1 | 96 | 96 | -0.4 | 2 | -18 | 98 | 96 | 12 | 96 | 9 | 97
O=C(NC1CCCCC1)c1cccc(COCC(F)(F)F)c1 | 100 | 101 | -0.1 | 3 | / | 103 | 100 | 12 | 97 | 11 | 101
COCCn1c(=O)c2c(nc3n2CCN3c2ccc(C)cc2)n(C)c1=O | 93 | 95 | 0.1 | 4 | / | 94 | 93 | 49 | 93 | 7 | 90
O=S1(=O)C=C(SCc2cccc(Cl)c2)Nc2ccccc21 | 99 | 100 | 0.7 | 4 | 10 | 99 | 96 | 16 | 95 | 37 | 96
CCn1c(SCc2nc(-c3ccccc3)no2)nnc1-c1cccs1 | 101 | 98 | 1.2 | 5 | -18 | 99 | 101 | 7 | 104 | 11 | 103

Single entries from the results shown:
Rab7 wt modul with CC(=O)N1[C@H](C)C=C[C@]1(Cc1ccccc1)C(=O)NCc1cc(F)cc(C(F)(F)F)c1 stands at 99
Rab7 wt modul with CCn1c(SCc2nc(-c3ccccc3)no2)nnc1-c1cccs1 stands at 104

New compounds follow
SMILES | HRas wt GTP | Cdc42 wt | ABCB1 inh | ABCG2 block | Pf gametocyte | Rac1 wt GTP bind | Rac1 act GTP bind | GSH bead fluor | Rab7 wt modul | Avidin bead fluor | Rab2A wt mod
CN1CCN(S(=O)(=O)c2ccc(NC(=O)Cc3cccs3)cc2)CC1 | 96 | 99 | 0.1 | 1 | / | 97 | 91 | 14 | 92 | 32 | 93
CC(C)OCCCNC(=O)c1cc2c(=O)n(C)c3ccccc3c2n1C | 102 | 103 | 1.2 | 4 | / | 104 | 100 | 23 | 96 | 4 | 103
CC1CCN(C(=O)C(NS(=O)(=O)c2cccc3nsnc23)c2ccccc2)CC1 (stereo not given) | 105 | 105 | 1.6 | 5 | 2 | 107 | 103 | 10 | 104 | 18 | 103
COc1ccc(C(=O)c2cc3ccc(O)cc3oc2=O)cc1 | 101 | 105 | 0.6 | 2 | / | 102 | 98 | 11 | 99 | 20 | 101
CCCC(=O)Nc1ccccc1Sc1ncnc2scc(-c3ccccc3)c12 | 97 | 96 | 1.4 | 2 | 10 | 97 | 98 | 9 | 96 | 14 | 98
CC(C)CCNC(=O)c1ccc2c(c1)ncn2C1CCCC1 | 95 | 95 | 0.1 | 5 | 11 | 95 | 97 | 15 | 95 | 5 | 95
Cc1cccc(OCCn2c(=S)[nH]c3ccccc32)c1 | 102 | 100 | -1.1 | 2 | / | 109 | 98 | 26 | 102 | 3 | 101
COC(=O)c1cccc(Oc2nc3c(c(=O)n(C)c(=O)n3C)n2C(C)C)c1 | 100 | 106 | -2.5 | -3 | / | 104 | 103 | 20 | 99 | 9 | 103
O=C1CN(CC(=O)Nc2ccc(SC(F)F)cc2)CCN1 | 97 | 96 | 0.6 | 1 | 20 | 100 | 98 | 24 | 96 | 6 | 96
